From PubChem BioAssay
OX1R antag: antagonists of human orexin 1 receptor (OX1R) | OX1R-expressing cells, FRET antagonist read-out | inhibition, % at 6.6 µM | Orexin/Hypocretin receptor type 1 (Homo sapiens), O43613 | AID 485270, 2010 | 330,000 tested, 1.8% active; in the data active = inhibition mostly above about 38%, no sharp cut-off; inactive = mostly below about 40%;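 note: 0% = agonist challenge alone and 100% = reference antagonist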
KCNQ2 inh: KCNQ2 potassium channel inhibitors, primary screen, cell-based, CHO-K1, FluxOR thallium flux, B-score (AID 2156); Potassium voltage-gated channel subfamily KQT member 2 (Rattus norvegicus), O88943; 20 min; stronger effect = lower value; B-score at 10 µM; 310,000 tested, 1.1% active;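 active = fluorescence ratio B-score at most minus 3 library SDs, with starting brightness B-score within 2 library SDs, cut at about -5.5 in these data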
Target sequence (O88943 whole entry, looked up): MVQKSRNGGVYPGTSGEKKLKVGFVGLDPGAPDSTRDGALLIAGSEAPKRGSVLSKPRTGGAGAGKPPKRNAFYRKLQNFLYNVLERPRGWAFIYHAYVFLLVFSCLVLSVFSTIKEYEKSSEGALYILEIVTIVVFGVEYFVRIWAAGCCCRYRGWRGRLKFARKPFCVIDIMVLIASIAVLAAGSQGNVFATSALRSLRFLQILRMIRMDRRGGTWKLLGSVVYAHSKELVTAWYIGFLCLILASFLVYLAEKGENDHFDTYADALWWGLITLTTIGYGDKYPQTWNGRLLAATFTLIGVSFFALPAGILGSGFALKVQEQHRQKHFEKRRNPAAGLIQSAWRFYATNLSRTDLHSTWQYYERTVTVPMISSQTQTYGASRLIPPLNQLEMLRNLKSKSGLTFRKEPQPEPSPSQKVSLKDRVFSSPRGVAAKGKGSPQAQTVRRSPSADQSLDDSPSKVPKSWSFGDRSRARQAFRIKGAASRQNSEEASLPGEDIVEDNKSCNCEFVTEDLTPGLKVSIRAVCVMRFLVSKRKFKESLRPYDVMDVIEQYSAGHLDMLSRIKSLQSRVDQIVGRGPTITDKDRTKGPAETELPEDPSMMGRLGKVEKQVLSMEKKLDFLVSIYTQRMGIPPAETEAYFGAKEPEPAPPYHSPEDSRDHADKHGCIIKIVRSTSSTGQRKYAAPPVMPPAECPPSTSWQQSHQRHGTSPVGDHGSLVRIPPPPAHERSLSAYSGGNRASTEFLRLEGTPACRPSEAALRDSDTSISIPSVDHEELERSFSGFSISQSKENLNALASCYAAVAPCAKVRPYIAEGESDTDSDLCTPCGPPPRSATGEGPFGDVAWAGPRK
STK33 kinase inh: inhibitors of purified STK33 kinase, primary screen, biochemical, ADP-Glo luminescence, homogeneous, cell-free | Serine/threonine-protein kinase 33 (Homo sapiens), Q9BYT3 | MBP phosphorylation | inhibition, % at 10 µM | 320,000 tested, 0.073% active | AID 2661, 2010;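 active = inhibition at or above 25%, using the most active replicate where run in duplicate; inactive = inhibition below 25%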
* hit, by the source's call; i = inactive; x = not tested or not shown. Outcome played no part in choosing rows; overall some 2.7% were active at least once.

Each structure is followed by: OX1R antag | KCNQ2 inh | STK33 kinase inh
> COc1ccccc1OC(C)C(=O)Nc1nc(-c2ccc(S(=O)(=O)N3CCOCC3)cc2)cs1 (stereo not drawn)
    1 | i | 0.0
> CC(SCc1ccccc1)C(=O)Nc1ccccc1 (stereo not drawn)
    -3 | i | -0.5
> COc1ccc(C(=O)N2CCN(CCNC(=O)C(=O)Nc3ccc(F)cc3)CC2)cc1
    11 | i | 0.3
> CCN1CCN(C(c2cccs2)C(C)NS(=O)(=O)c2ccc(Br)cc2)CC1 (stereo not drawn)
    6 | i | -0.5
> CCc1cc(=O)oc2cc(OCC(=O)NCCCN3CCOCC3)c(Cl)cc12
    13 | i | -2.2
> CCCC(C(=O)NC(C)(C)C)N(CC1CCCO1)C(=O)CNS(=O)(=O)c1ccc(F)cc1 (stereo not drawn)
    4 | i | -0.8
> Cc1ccccc1CS(=O)(=O)c1ccc(C(=O)N2CCC(C)CC2)cc1[N+](=O)[O-]
    10 | i | -1.6
> NS(=O)(=O)c1ccc(NC(=O)CSc2cn[nH]n2)cc1
    4 | i | 0.9
> COc1ccc(/C=N/n2cnnc2SCc2ccc(OC)cc2)cc1
    34 | i | 0.6
> COc1ccc(-c2oc(=O)c3cc(OC)c(OC)cc3c2C#CCCCO)cc1
    19 | x | 0.1
> Cc1ccc(SCC(=O)OCC(=O)N(CCC#N)c2ccccc2)cc1
    5 | x | -3.0
> CCOc1cccc(C(=O)Nc2cccnc2)c1
    7 | i | -0.2
> Cc1ccc2c(C)c(C(=O)NCC(C)(C)N3CCOCC3)oc2c1C
    3 | i | -0.2
> CC1CCN(S(=O)(=O)c2ccc3c(c2)N(CC(=O)NCCCN2CCCC(C)C2)C(=O)CS3)CC1 (stereo not drawn)
    5 | i | 1.0
> CCCC1=C(C(=O)OCC)C(c2cc(Cl)cc(OC)c2OCc2ccccc2)NC(=O)N1 (stereo not drawn)
    20 | i | -2.7
> CC1=C(C)SC(=C(C#N)c2nnc(N3CCOCC3)n2-c2ccccc2)S1
    3 | i | -0.3
> Cc1ccc(NC(=O)C2CC(=O)n3ncnc3N2)cc1C (stereo not drawn)
    10 | i | -0.7
> O=C1C2C3C=CC(C4CC34)C2C(=O)N1/N=C/c1ccc(-c2cccc([N+](=O)[O-])c2)o1 (stereo not drawn)
    23 | i | -1.0
> CCC(CO)NC(=O)c1ccccc1C(F)(F)F (stereo not drawn)
    1 | i | -1.4
> CCN1CCN(CCCNC(=O)Cn2cc3c(n2)CCCC3)CC1
    4 | i | -0.6
> COc1ccc(C=O)cc1OC(=O)C1(C)Cc2ccccc2C(=O)O1 (stereo not drawn)
    14 | i | 11
> O=C(c1ccco1)N1CCN(C(=O)c2oc(=O)c3ccccc3c2-c2ccccc2)CC1
    12 | i | 0.6
> O=C(O)c1[nH]c2ccccc2c1C(c1c(F)cccc1Cl)c1c(C(=O)O)[nH]c2ccccc12
    10 | i | 1.2
> CC(C)(C)NC(=O)COC(=O)c1ccc(O)cc1
    16 | i | -1.1
> Cc1cccc(OCCCC(=O)NCCc2ccccc2)c1
    12 | i | -1.2
> O=C(Nc1nc(-c2ccc3ccccc3c2)cs1)C1CCN(S(=O)(=O)c2cccs2)CC1
    15 | i | x
> Cc1ccnc(NC(=O)c2ccc(Cl)c(S(=O)(=O)N3CCCC3)c2)c1
    15 | i | 2.0
> CCCC(=O)Oc1c(S(=O)(=O)c2ccc(C)cc2)c(C)nn1C(C)(C)C
    28 | i | -1.5
> COc1ccc(NC(=O)c2cnc(SC)nc2C)c(OC)c1
    4 | i | -1.6
> Cc1ccccc1CC(=O)N1CCCC1
    5 | i | -2.0
> Cc1ccc(OCCOC(=O)c2cccc(S(=O)(=O)N3CC(C)OC(C)C3)c2)cc1 (stereo not drawn)
    5 | x | -0.9
> CCC(=O)N1CCN(c2ccccc2NC(=O)COc2cccc(C)c2)CC1
    18 | -10* | 0.5
> COc1cccc(NS(=O)(=O)c2ccc(S(=O)(=O)N3CCCC3)cc2)c1
    9 | x | -1.5
> COCCNS(=O)(=O)c1cc2[nH]c3c(c2cc1C)C(=O)CC(C)(C)C3
    8 | i | -1.2
> CN1CCN(S(=O)(=O)c2ccc(NC(=S)NC(=O)C3CCCCC3)cc2)CC1
    3 | i | 1.0
> CC1CN(C(=O)CN2C(=O)NC(C)(c3ccccc3)C2=O)CC(C)O1 (stereo not drawn)
    9 | i | -0.5
> O=C(Cc1ccccc1)Nc1ccc2c(c1)C(=O)N(CC1CCCO1)C2=O (stereo not drawn)
    21 | i | -1.3
> CCn1c(=O)cc(SCC(=O)NCc2ccc(C)cc2)c2ccccc21
    4 | i | -3.7
> Cc1ccc(NC(=S)N(CCCN2CCOCC2)Cc2ccccn2)cc1
    9 | i | -0.5
> Cc1ccccc1-n1cc[nH]c1=S
    9 | i | 0.7
> Cc1nc(CCN2C(=O)c3ccccc3C2=O)cs1
    9 | i | -1.4
> C/C(=N\NC(=O)c1sccc1C)c1cccnc1
    x | i | 0.2
> NC(=O)CCC(=O)N1CCCC(C(=O)c2ccc3c4c(cccc24)CC3)C1 (stereo not drawn)
    8 | i | 1.7
> Oc1c(C(c2ccco2)N2CCC3(CC2)OCCO3)sc2ncnn12 (stereo not drawn)
    12 | i | -1.5
> Cc1cc(Cl)ccc1OCCCC(=O)NNC(=O)c1ccccc1O
    25 | i | -1.1
> COCCNc1nc2nonc2nc1N(C)Cc1ccc(C)cc1
    15 | i | -2.9
> COc1ccc(C2CC(c3ccccc3)=NN2C(=O)COC(=O)c2cccc(O)c2)cc1 (stereo not drawn)
    7 | x | 0.9
> Cc1ccc(NC(=O)Nc2sc(=S)n(C)c2C)cc1
    9 | i | -0.4
> CCOc1ccc(CCNC(=O)CCS(=O)(=O)c2ccc(OC)cc2)cc1OCC
    7 | i | 0.0
> CCOCc1nnc(NC(=O)CCc2ccccc2)s1
    19 | i | -0.9
> Cc1nnc(NC(=O)c2cccc(Br)c2)s1
    10 | i | -0.3
> COc1ccc(C(CC(=O)N2CCCCC2)c2c(OC)cc(OC)c3c(-c4ccccc4)cc(=O)oc23)cc1 (stereo not drawn)
    23 | i | -1.2
> O=C(/C=C/c1ccco1)c1cccnc1
    12 | i | -1.0
> CCCc1cc(=O)[nH]c(SCC(=O)N(CC)Cc2ccccc2)n1
    22 | i | -1.6
> COc1cc2c(cc1OC)C(c1ccccc1Cl)N(C)CC2 (stereo not drawn)
    -1 | i | 0.4
> Cc1cc(C)c2nc(NC(=O)C3CSC4(C)CCC(=O)N34)sc2c1 (stereo not drawn)
    2 | x | -0.4
> S=C(NCc1ccco1)N1CCN(c2cccc(Cl)c2)CC1
    12 | i | -0.7
> CCOc1ccccc1Nc1nnc(SCC(=O)N2CCCC2)s1
    11 | i | -0.6
> CCc1nnc(NC(=O)CSc2nc3cc4c(cc3cc2C)OCCO4)s1
    11 | i | -1.5
> CSCC[C@H](NC(=O)c1cccc(S(=O)(=O)N2CCN(C)CC2)c1)c1nc2ccccc2[nH]1
    11 | x | -0.4

Grouped by structure, the entries above with a cyano group (2)
Each structure is followed by: OX1R antag | KCNQ2 inh | STK33 kinase inh
> Cc1ccc(SCC(=O)OCC(=O)N(CCC#N)c2ccccc2)cc1
    5 | x | -3.0
> CC1=C(C)SC(=C(C#N)c2nnc(N3CCOCC3)n2-c2ccccc2)S1
    3 | i | -0.3

(more compounds)
Each structure is followed by: OX1R antag | KCNQ2 inh | STK33 kinase inh
> Cn1c(C2CCCCC2)nc2c1c(=O)[nH]c(=O)n2Cc1ccccc1
    3 | i | -1.1
> Cc1cc(C)c2nc(NC(=O)c3cccc(S(=O)(=O)N4CCc5ccccc54)c3)sc2c1
    17 | i | -3.5
> Clc1ccc(-c2ccc(C=Nc3ccc(N4CCOCC4)cc3)o2)c(Cl)c1
    20 | i | -1.3
> CCc1cc(C(=O)Nc2cc(S(=O)(=O)N(CC)CC)ccc2N2CCOCC2)sc1C
    26 | i | -1.4
> CCc1ccc(CNn2cnnc2SCC(=O)NC(C)(C)C)cc1
    10 | i | -0.9
> NC(=O)CC(NC(=O)Cc1ccc(Br)cc1)c1ccc(NCc2ccccn2)c([N+](=O)[O-])c1 (stereo not drawn)
    19 | i | -1.0
> CCN(CC)c1cc(C(F)(F)F)nc(-c2ccccn2)n1
    3 | i | -1.5
> NC(=O)c1c(-c2ccc(Cl)cc2Cl)csc1NC(=O)Cc1ccccc1
    58* | i | -0.5
> CCOC(=O)c1sc2nc(-c3ccco3)c3c(c2c1N)CC(C)(C)OC3
    12 | i | -0.2
> COc1ccccc1CNn1c(-c2cccc(C)c2)nc2ccccc2c1=O
    51* | -7.6* | -1.4
> O=C(Nc1cccc(F)c1)Nc1ccc2c(c1)CCC2
    24 | i | 2.5
> COc1ccc(CNC(=O)[C@H](C)NC(=O)C2CCN(S(=O)(=O)c3ccc(F)cc3)CC2)cc1
    20 | i | 0.2
> Cc1ccc(S(=O)(=O)N(Cc2cccc(C(F)(F)F)c2)C(=O)N2CCN(C)CC2)cc1
    17 | i | -0.8
> CCOC(=O)C(C)Sc1ncc(OC)c(=O)[nH]1 (stereo not drawn)
    17 | i | -0.5
> O=C(CSC1=NS(=O)(=O)c2cc(F)ccc2N1)NCCc1ccccc1
    15 | i | 0.0
> CC(=O)Nc1ccc(NC(=O)CSc2ccc(-c3cccnc3)nn2)cc1
    6 | i | -1.1
> Cc1ccc(OCCNC(=O)CN2C(=O)NC3(CCCC3)C2=O)cc1
    2 | i | -2.4
> COc1ccc(-c2c(C#Cc3ccccc3)c3ccccc3n2C)cc1
    31 | i | -1.4
> O=C(NCc1ccccc1F)C1CCCN1S(=O)(=O)c1ccc(F)cc1 (stereo not drawn)
    10 | i | -2.0
> O=C(Nc1ccc(Cl)c(S(=O)(=O)N2CCOCC2)c1)c1ccccn1
    31 | i | -0.6

Only OX1R antag and STK33 kinase inh (two entries from above):
mol,OX1R antag,STK33 kinase inh
CCc1cc(C(=O)Nc2cc(S(=O)(=O)N(CC)CC)ccc2N2CCOCC2)sc1C,26,-1.4
CCc1ccc(CNn2cnnc2SCC(=O)NC(C)(C)C)cc1,10,-0.9

Remaining list, next part:
| SMILES | OX1R antag | KCNQ2 inh | STK33 kinase inh |
| --- | --- | --- | --- |
| CSCC[C@H](NC(=O)[C@H]1CC[C@H](CNC(=O)[C@@H](N)Cc2ccccc2)CC1)C(=O)O | -2 | i | -1.0 |
| CN(C)C1NC(=O)c2cc(-c3ccccc3)sc2N1 (stereo not drawn) | 35 | i | x |
| O=C(CSc1nncs1)Nc1cc(-c2ccccc2)nn1-c1ccccc1 | 10 | i | -0.4 |
| CC(C)Cc1nc2sc3c(=O)n(N)cnc3c2c2c1COC(C)(C)C2 | 9 | i | -0.1 |
| CCOC(=O)N1CCN(C(=O)c2cccc(S(=O)(=O)Nc3ccc(Br)cc3)c2)CC1 | 10 | i | x |
| CS(=O)(=O)Nc1ccc(C2=NN(C(=O)C3CCCCC3)C(c3cccs3)C2)cc1 (stereo not drawn) | 2 | i | -0.1 |
| COC(=O)c1ccc(NC(C)=O)o1 | 13 | i | 0.4 |
| O=S(=O)(c1cccc(Br)c1)N1CCN(S(=O)(=O)c2ccc3c(c2)OCCO3)CC1 | 4 | x | 0.0 |
| Cn1c(NCCCO)nc2ccccc21 | 7 | i | -0.4 |
| c1ccc(N2CCN(c3ncnc4sc5c(c34)CCC5)CC2)cc1 | 26 | i | -2.3 |
| C[C@H](NC(=O)C1CC(=O)N(c2ccc3c(c2)OCO3)C1)C(=O)NC1CCCCC1 (stereo partly drawn) | 0 | i | 1.6 |
| Oc1ccccc1N=Cc1sc2ccccc2c1Cl | 13 | i | -0.7 |
| O=C(Oc1ccc(N(Cc2cccs2)C2=NS(=O)(=O)c3ccccc32)cc1)c1ccccc1F | 8 | i | 0.1 |
| N#CCc1ccc(NC(=O)c2ccc(CN3CCc4ccccc4C3)cc2)cc1 | -1 | i | 1.7 |
| Cc1cc(C)n(CC(O)COCc2ccccc2)n1 (stereo not drawn) | 19 | i | -2.2 |
| Cc1ccc(OCC(=O)Oc2cccc(C)c2)cc1 | 2 | i | 0.6 |
| O=C(N/C(=C/c1ccco1)C(=O)N1CCOCC1)c1cccs1 | 17 | i | -1.6 |
| CC(=NNC(=O)COc1cccc(C)c1)c1cccnc1 | 0 | x | 0.7 |
| O=C(CSCc1ccccc1Br)Nc1ccccc1 | 11 | i | -1.9 |
| Cc1csc(SCCn2c(N3CCN(c4ccccc4)CC3)nc3c2c(=O)[nH]c(=O)n3C)n1 | 6 | i | -3.5 |
| O=C(c1cnn(C(=O)c2ccco2)c1)c1ccccc1O | 1 | x | 2.1 |
| CCc1nc(Sc2nnnn2-c2ccccc2)c2c3c(sc2n1)CCCC3 | 4 | -5.9* | -0.3 |
| Cc1nnc(NC(=O)C2CCN(S(=O)(=O)c3ccc(Cl)cc3)CC2)s1 | 6 | i | 0.0 |
| O=C(NCCc1ccc(Cl)cc1)C1=CC=CN2CCS(=O)(=O)N=C12 | 3 | x | 1.6 |
| COc1cc(/C=N/NC(=O)c2cccnc2)ccc1OCC(=O)Nc1ccc(C)cc1 | 22 | i | -0.2 |
| Cc1cc(C(F)(F)F)nn1CC(=O)N(C)c1ccccc1 | 7 | i | -0.4 |
| O=C(c1ccc(Cl)s1)N1CCOCC1 | 2 | i | -1.4 |
| CC(C)(C)NC(=O)COc1ccc(CNCc2cccs2)cc1 | 6 | i | -0.9 |
| CCOC(=O)c1ccc(NC(=O)C(CC)(CC)C(=O)OCC)cc1 | 16 | i | -1.5 |
| COc1cccc(C2=NN(S(C)(=O)=O)C(c3cccs3)C2)c1 (stereo not drawn) | 2 | i | -0.1 |
| Cc1nc(N2CCCC2)c2nnn(Cc3ccccc3Cl)c2n1 | 18 | i | 0.0 |
